# Bioassay records as filed in PubChem.
# HTT aggregate: mutant huntingtin aggregation inhibition | PC12 HttQ103-GFP aggregates, Acumen cytometry, 40 h | Potency, µM (titrated, usually from 46.1 µM), inactives show at the highest dose activity change, negative = inhibition, usual class: inhibitors | actives 1.1% (n = 220,000) | AID 1688; also: potency is read from the fitted curve at half-maximal effect; % is scaled to controls: 0 for no effect and ±100 for the full control effect; nearly all actives have a fitted effect of over 60% in size
#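 PC12 cells stably carrying ecdysone-inducible HTT exon 1 Q103–GFP were induced with tebufenozide (100 nM final) and treated with library compounds in titration. GFP aggregates in lysates were counted by laser scanning cytometry.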
# IMPase Li inh: IMPase inhibition in cells with lithium potentiation; Potency, µM (titrated, usually from 59.4 µM), inactives show at the highest dose activity, negative = IMPase inhibition, most hits filed as inhibitors; CHO-M1 cells, IP1 TR-FRET (IP-One), carbachol + lithium; actives 0.35% (n = 210,000);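 also: IP1 builds up when IMPase is blocked and the TR-FRET signal falls; potency is read from the fitted curve at half-maximal effect; plate controls were basal vehicle for no effect and high inhibitor control for full effect; nearly all actives have a fitted effect of over 50% in size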
#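 Readout is a homogeneous TR-FRET IP1 immunoassay (Ex 320, Em 665 and 620), where raised cytosolic IP1 lowers signal. Cells were CHO-M1 treated 30 min at 37C with test compounds plus a little lithium; AC50 values came from Hill-equation fitting.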
# Luc counter: counter-screen: inhibitors of Kinase-Glo firefly luciferase | Kinase-Glo luciferase, ATP luminescence, 8 min | Potency, µM (titrated, usually from 38.3 µM), for the others: top-dose activity change, negative = inhibition, usual class: inhibitors | actives 0.28% (n = 200,000) | Q27757; also: potency is read from the fitted curve at half-maximal effect; % is scaled to controls: 0 for no effect and ±100 for the full control effect; nearly all actives have a fitted effect of over 60% in size
#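 Recombinant Kinase-Glo luciferase, 10 uM ATP (linear range), luciferin; imidazole pH 7.2 / KCl / MgCl2 / Tween / BSA buffer; 8 min RT; luminescence.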
# Epigenetic derep: regulators of epigenetic silencing causing reporter derepression in mouse cells; murine LDR cells, GFP reporter derepression, 30 h; Potency, µM (titrated, usually from 53.9 µM), without a hit: top-dose GFP activation, usual class: activators; actives 0.2% (n = 280,000); also: potency is read from the fitted curve at half-maximal effect; % of control where 0% means no effect; nearly all actives have a fitted effect of over 60% in size
#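 In this reporter-derepression format, murine cells bearing a silenced integrated CMV-GFP locus incubate with test compound (30 h, 37 C), then are washed and imaged; fluorescent objects of 20–120 um count as induced cells.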
# LMNA splice mod: modulators of lamin A splicing. HeLa LMNA splicing GFP/RFP minigene ratio, 48 h. Potency, µM (titrated, usually from 46.1 µM), inactives show at the highest dose ratio change, negative = inhibition, hits mostly inhibitors. actives 0.01% (n = 200,000). AID 1487; active = well fitted inhibition curve with a large enough effect in the signal ratio, with a control signal flat, not every such curve was filed as active; inconclusive = small, poorly fitted or top-dose-only effect, or effect the other way, or a change in a side signal; the % refers to the signal ratio; also: potency is read from the fitted curve at half-maximal effect; % is scaled to controls: 0 for no effect and ±100 for the full control effect
#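 S3 HeLa cells stably expressing lamin A-EGFP splicing minigene plus DsRed2, 600 cells/well, 48 h compound exposure at 37C. Laser-scanning cytometry; analysed as GFP (500-530 nm)/RFP (575-640 nm) total intensity ratio; 0.5% DMSO vehicle.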
# NPSR antagonist: antagonists of human neuropeptide S receptor cAMP signaling. AID 1461. actives 1% (n = 220,000). Potency, µM (highest dose often 38.3 µM), inactives show top-dose activity change, negative = inhibition, actives largely listed as inhibitors. CHO-NPSR cells, cAMP TR-FRET, antagonist mode; also: potency is read from the fitted curve at half-maximal effect; % is scaled to controls: 0 for no effect and ±100 for the full control effect; nearly all actives have a fitted effect of over 50% in size; many of its hits are not listed in these tables
# Target sequence (Q6W5P4 whole entry, looked up): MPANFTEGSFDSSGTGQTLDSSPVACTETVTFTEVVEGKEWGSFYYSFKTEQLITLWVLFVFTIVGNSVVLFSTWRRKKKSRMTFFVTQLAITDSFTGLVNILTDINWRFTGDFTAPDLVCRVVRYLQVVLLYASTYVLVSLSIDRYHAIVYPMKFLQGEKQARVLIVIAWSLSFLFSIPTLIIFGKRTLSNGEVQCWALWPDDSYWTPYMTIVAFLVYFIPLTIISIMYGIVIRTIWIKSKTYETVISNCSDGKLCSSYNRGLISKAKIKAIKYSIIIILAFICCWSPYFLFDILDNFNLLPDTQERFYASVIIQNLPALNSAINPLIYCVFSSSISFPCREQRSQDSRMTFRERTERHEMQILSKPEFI
# CBFb-RUNX1 inh: blocks binding between human CBF-beta and RUNX1; Potency, µM (top dose mostly 59.8 µM), without a hit: at the highest dose activity, negative = inhibition, hits mostly inhibitors; 230,000 tested, under 10 active; Q01196+Q13951; AlphaScreen CBFb-His/RUNX1-biotin binding, biochemical; also: % of control where 0% means no effect
# Target sequence (Q01196 whole entry, looked up): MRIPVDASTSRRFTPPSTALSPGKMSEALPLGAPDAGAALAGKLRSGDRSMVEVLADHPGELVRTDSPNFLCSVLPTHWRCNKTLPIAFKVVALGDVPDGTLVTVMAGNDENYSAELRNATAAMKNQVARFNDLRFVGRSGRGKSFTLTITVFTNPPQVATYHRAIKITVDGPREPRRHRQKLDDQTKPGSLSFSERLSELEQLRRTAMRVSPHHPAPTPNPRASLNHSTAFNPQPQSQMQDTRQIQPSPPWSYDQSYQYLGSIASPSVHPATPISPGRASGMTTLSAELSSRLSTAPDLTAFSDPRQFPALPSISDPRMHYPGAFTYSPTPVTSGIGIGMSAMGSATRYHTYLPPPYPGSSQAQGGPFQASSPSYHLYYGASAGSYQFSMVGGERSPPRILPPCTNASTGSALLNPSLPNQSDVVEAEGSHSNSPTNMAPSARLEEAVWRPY
# Target sequence (Q13951 whole entry, looked up): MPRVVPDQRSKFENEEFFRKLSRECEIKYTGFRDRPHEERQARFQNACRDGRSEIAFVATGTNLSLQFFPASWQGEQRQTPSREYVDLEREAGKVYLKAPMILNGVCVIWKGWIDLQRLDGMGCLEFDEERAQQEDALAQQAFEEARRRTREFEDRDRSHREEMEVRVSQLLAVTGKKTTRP
#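 His-tagged CBF-beta and biotinylated RUNX1 (30 nM each) were premixed 20 min at room temperature, exposed to compound for 15 min, then given nickel-chelate and streptavidin AlphaScreen beads (50 ng each). After 90 min, AlphaScreen signal was read.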
# Active calls of the source: *; ? = inconclusive; . = not tested or not shown; & = joins results of further samples; [ ] = dose if it differs, or a comment. Unless noted, calls follow the shape of the dose curve; as a rule, active = well fitted curve in the direction sought with a large enough effect; inconclusive = small, poorly fitted or top-dose-only effect, or another doubt; inactive = no such curve, though single readings can be large; an effect the other way counts as inactive or inconclusive.
SMILES,HTT aggregate,IMPase Li inh,Luc counter,Epigenetic derep,LMNA splice mod,NPSR antagonist,CBFb-RUNX1 inh
S=C(NCC1COc2ccccc2O1)Nc1ccccc1 (configuration not stated),6%,10%,0%,-2.6%,.,-16%,1%
OC(COCc1ccccc1)CN1CCN(c2ccccc2F)CC1 (configuration not stated),5%,0%[38.3 µM],-4%,-1.0%,1%,5%[46.1 µM],6%
Cc1ccc(NS(=O)(=O)c2cc([N+](=O)[O-])ccc2N/N=C/c2sc(N3CCOCC3)nc2-c2ccccc2)c(C)c1,-26%[9.22 µM],.,.,32µM*,.,-55%,-3%
COc1ccc(N2CCCCn3c2nc2c3c(=O)n(C)c(=O)n2C)cc1,-13%,10%[38.3 µM],-5%,-0.9%,8%,3%[46.1 µM],-3%
CCn1c(O)c(C=Nc2ccccc2)sc1=O,.,-12%,-6%,-1.1%,?,-10%,1%
Cn1c(SC2CCCCC2=O)nnc1-c1ccncc1 (configuration not stated),3%,-17%[38.3 µM],-5%,12%,14%,2%[46.1 µM],0%
O=C(Nc1cccc(S(=O)(=O)N2CCCC2)c1)c1ccc2c(c1)OCO2,-2%,3%,-1%,-3.2%,?,11%,1%
Cc1ccc(S(=O)(=O)NCC2CCC(C(=O)O)CC2)cc1 (configuration not stated),-4%,15%[38.3 µM],5%,0.0%,4%,-1%[46.1 µM],12%
COc1ccccc1Nc1nc(N)nc(CSC(=S)N2CCCCC2C)n1 (configuration not stated),?,10%,2%,3.6%,-2%,?,5%
CO/N=C(\C)c1ncc(C(F)(F)F)cc1N1CCOCC1,8%,21%[38.3 µM],-5%,-4.1%,0%,5%[46.1 µM],4%
CCOC(=O)N1CCC(N2C(=O)c3ccccc3C2Nc2cc(OC)c(OC)c(OC)c2)CC1 (configuration not stated),-4%,5%,0%,-1.0%,0%,-10%[46.1 µM],-1%
CCc1ccc(NC(=O)CCCN2C(=S)NC(C)(C)CC2C)cc1 (configuration not stated),22%,4%,0%,0.0%,-7%[9.22 µM],-7%,2%
Fc1ccc(-c2n[nH]c(=S)n2CC2CCCO2)cc1 (configuration not stated),18%,28%[38.3 µM],-2%,0.1%,-3%,-1%[46.1 µM],0%
CCS(=O)(=O)N1CCN(C(=O)c2cccs2)CC1,-30%,-6%[38.3 µM],11%,-0.2%,-4%,-8%[46.1 µM],7%
COC(=O)c1c(NC(=O)c2ccccc2[N+](=O)[O-])sc2c1CC(C)(C)NC2(C)C,?,-4%,-3%,-1.3%,?,19%,-13%
Cc1ccc(OCCC(=O)OCC(=O)Nc2cc(S(=O)(=O)N(C)C)ccc2C)cc1,5%,-1%,2%,1.1%,-15%[46 µM],2%,-8%
O=C(c1ccco1)N(Cc1ccc([N+](=O)[O-])cc1)c1ccc(Cl)cc1,-15%,16%[38.3 µM],0%,-1.1%,0%[0.0737 µM],-25%[46.1 µM],-4%
Cc1ccnc(SCc2cn3c(C)cc(C)nc3n2)n1,3%,-2%,2%,0.2%,-21%[46 µM],10%,-1%
COc1cc2c(cc1O)-c1ccccc1CN(C)C2,.,17%,-1%,3.4%,.,.,8%
Nc1c(C(=O)O)sc2nc3c(cc12)CCCC3,-6%[9.22 µM],.,.,-1.0%,.,9%,8%

# A stretch from further up:
SMILES,HTT aggregate,IMPase Li inh,Luc counter,Epigenetic derep,LMNA splice mod,NPSR antagonist,CBFb-RUNX1 inh
O=C(c1ccco1)N(Cc1ccc([N+](=O)[O-])cc1)c1ccc(Cl)cc1,-15%,16%[38.3 µM],0%,-1.1%,0%[0.0737 µM],-25%[46.1 µM],-4%
Cc1ccnc(SCc2cn3c(C)cc(C)nc3n2)n1,3%,-2%,2%,0.2%,-21%[46 µM],10%,-1%
COc1cc2c(cc1O)-c1ccccc1CN(C)C2,.,17%,-1%,3.4%,.,.,8%

# Carrying on.
SMILES,HTT aggregate,IMPase Li inh,Luc counter,Epigenetic derep,LMNA splice mod,NPSR antagonist,CBFb-RUNX1 inh
Nc1nnc(SCC(=O)Nc2sc3c(c2C(=O)c2ccccc2)CCCC3)s1,9%,14%,0%,-1.9%,?,-12%,4%
N#Cc1cc2c(N)c(C(=O)Nc3ccccc3)sc2nc1N,?,-6%,1%,-0.9%,-23%,-11%[46.1 µM],2%
COC(=O)c1ccccc1NC(=O)CN(Cc1ccccc1)S(C)(=O)=O,26%,21%[38.3 µM],2%,-1.1%,3%,-11%[46.1 µM],9%
CCN1CCCC1CNC(=O)Cn1cnc2ccc(S(=O)(=O)N3CCC(C)CC3)cc2c1=O (configuration not stated),2%,4%,-1%,-0.9%,-9%,-4%[46.1 µM],6%
COc1ccc(-c2nc(-c3ccccc3)c(Nc3ccc4ccccc4c3)o2)cc1,.,14%,-2%,0.0%,.,.,6%
CN(C)S(=O)(=O)c1ccc(NC(=O)c2ccncc2)cc1,-18%[9.22 µM],2%,4%,-1.0%,25%[46 µM],8%,0%
COC(=O)c1[nH]c2ccc(F)cc2c1NC(=O)Nc1ccc(OC)cc1,13%,-6%[38.3 µM],4%,-2.1%,?,-5%[46.1 µM],6%
CCCNC(=O)CN1C(=O)NC(CCSC)C1=O (configuration not stated),-8%[9.22 µM],.,.,-0.3%,.,1%[7.67 µM],4%
Cc1nc(SCC(=O)N(C)C2CCCCC2)[nH]c(=O)c1Cc1ccccc1,4%,61%[activator][38.3 µM],-3%,0.2%,4%,-11%[46.1 µM],-6%
CC(N=c1ccccn1C(=O)Nc1ccc(Cl)cc1)c1ccco1 (configuration not stated),-12%,1%[38.3 µM],-1%,0.3%,?,-7%[7.67 µM],5%
CCN(CC)S(=O)(=O)c1ccc(C(=O)N2CCCCC2)cc1,7%,51%[activator][38.3 µM],1%,1.4%,0%,-13%[46.1 µM],5%
CCOC(=O)c1c(NC(=S)N2CCOCC2)sc(C)c1C,-10%[9.22 µM],.,.,0.2%,.,41%,2%
COc1ccc(CCC(=O)OCC(=O)Nc2ccc(C)c(S(=O)(=O)N(C)C)c2)cc1,11%,4%,1%,-1.5%,4%,13%,-2%
N#Cc1c2c(c(NCc3cccnc3)n3c1nc1ccccc13)CCC2,7%,16%[38.3 µM],-3%,0.0%,-4%,-7%[46.1 µM],1%
O=C(c1cc2ccccc2oc1=O)N(c1ccccc1)C1C=CS(=O)(=O)C1 (configuration not stated),-14%,2%,-4%,-1.0%,?,20%,-10%
CCc1sc(N)nc1-c1ccccc1,2%,-10%,-1%,1.0%,-15%,17%,-9%
Cc1cc(C(=O)Nc2sc(C)c(C)c2C#N)no1,8%,25%[38.3 µM],-6%,0.0%,1%,0%[46.1 µM],11%
CN(Cc1ccno1)Cc1cn(Cc2ccccc2)nc1-c1ccc2c(c1)OCO2,7%[9.22 µM],8%,6%,4.3%,.,39%,1%
Cc1nc(SCn2nnc3ccccc3c2=O)c2c(C)c(C)sc2n1,-2%,2%[38.3 µM],2%,0.6%,5%,13%[7.67 µM],4%
CC(=O)c1nn(-c2cccc(Br)c2)cc1C(=O)c1ccc(Br)cc1,26%,-20%[38.3 µM],1%,0.0%,4%,1%[46.1 µM],0%
CCN(CC)c1ccc(/C=C(/C#N)C(=O)NCc2ccccc2)o1,?,51%[activator],-2%,?,?,-17%,-4%
O=C(NC(=S)N1CCOCC1)c1ccc([N+](=O)[O-])cc1,-1%,5%,1%,1.1%,-4%,-10%[46.1 µM],-5%
CC(=O)Oc1ccc(Cl)cc1/C=C/c1ccc2ccccc2n1,15%,-13%,-1%,-1.0%,?,?,30%
O=C(NNC(=O)C12CC3CC(CC(C3)C1)C2)[C@@H]1C[C@H]1c1ccccc1,1%,-4%,2%,2.1%,.,-12%,-1%
COc1ccccc1N1CC(C(=O)Nc2ccc(S(=O)(=O)N3CCOCC3)cc2)CC1=O (configuration not stated),-8%,23%[38.3 µM],-4%,5.5%,1%,2%[46.1 µM],-6%
Cc1cccc(CSc2ncccc2C(=O)O)c1,4%,-4%,1%,1.2%&2.0%,-12%[46 µM],-2%,5%
O=S(=O)(Nc1ccc(Cl)nn1)c1ccccc1,22%,-4%,6%,-2.9%,13%[46 µM],7%,-3%
CC1CCc2c(nc3ncnn3c2N2CCN(c3ccccc3F)CC2)C1 (configuration not stated),12%,9%[38.3 µM],1%,0.0%,10%,?,-3%
CCCc1ccc(OCc2nc(-c3ccc(NC(=O)c4cccs4)cc3)no2)cc1,13%,-17%,-6%,0.0%,-1%,?,-3%
COc1ccc(-n2cnc3c(cnn3CCC#N)c2=N)cc1,-2%,-3%[38.3 µM],-2%,0.3%,1%,-5%[46.1 µM],-5%
COc1ccc(NC(=O)/C=C/c2ccccc2[N+](=O)[O-])c(OC)c1,-6%,6%,1%,-0.1%,-1%,-5%,-14%
COc1ccc(C2C3=C(CCCC3=O)Nc3c(-c4ccccc4)c(C)nn32)cc1 (configuration not stated),33%,-3%[38.3 µM],-2%,-1.2%,-6%,-8%[46.1 µM],1%
CCOC(=O)C(CC)Sc1nc2c(c(=O)[nH]c(=O)n2C)n1C/C=C(/C)Cl (configuration not stated),-5%,-5%[38.3 µM],2%,0.0%,21%,-12%[46.1 µM],9%
Cc1ccccc1CNC(=O)c1ccccc1C(=O)O,0.0089µM*,2%,1%,-1.2%,0%,-9%[46.1 µM],4%
CN(C)c1nc(OCCNC(=O)COc2ccccc2Cl)nc(N(C)C)n1,8%,-4%,0%,3.4%,-18%,-12%[46.1 µM],-8%
O=C(NCCSCc1ccccc1)c1ccccc1,6%,-1%,-1%,7.7%,?,5%,-8%
Cc1cc(Cl)ccc1NC(=S)NCc1cccs1,-6%,-8%[38.3 µM],2%,-0.9%,-28%,-10%[46.1 µM],-4%
Cc1nc(-c2ccccc2)sc1C1(C)CC(c2c(Cl)cccc2Cl)=NO1 (configuration not stated),19%[9.22 µM],.,.,1.7%,.,-54%,12%
Cc1cc(=S)c2ccccc2[nH]1,-27%[9.22 µM],.,.,0.2%,.,-27%,8%
Cc1nn2c(C)c(C(=O)Nc3ccccc3)cnc2c1C#N,1%,13%[38.3 µM],-4%,2.5%,-2%,-7%[46.1 µM],5%
Cc1ccc(CNc2oc(-c3ccco3)nc2S(=O)(=O)c2ccccc2)cc1,-17%,10%,1%,1.2%,-7%,-21%[46.1 µM],-11%
O=C(/C=C/c1ccc([N+](=O)[O-])cc1)NCCSCc1ccco1,1%,-2%,-2%,-1.3%,4%,-10%,0%

# These rows are one share of the data; rates above refer to the full screens.
